Screening results as filed in PubChem.
GoLoco inh red = inhibitors of human Gai1-RGS12 GoLoco interaction (red fluorophore); hit rate 0.44% among 230,000; Potency, µM (top dose mostly 61.6 µM), for the others: top-dose activity, negative = inhibition, most hits filed as inhibitors; Gai1:RGS12 GoLoco peptide FP, rhodamine, 10 min; P63096; active = well fitted inhibition curve with a large enough effect, not every such curve was filed as active; inactive = no such curve, though single readings can be large or run the other way; also: % is scaled to controls: 0 for no effect and ±100 for the full control effect; nearly all actives have a fitted effect of over 30% in size; many of its hits are not listed in these tables
RECQ1 inh = blocks DNA unwinding by human RECQ1 | P46063 | RECQ1 DNA unwinding, red fluorescence kinetic read | Potency, µM (series often up to 57.3 µM), for the others: at the top dose activity, negative = inhibition, actives largely listed as inhibitors | hit rate 0.54% among 240,000;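 also: plate controls were vehicle for no effect and no enzyme for full effect; nearly all actives have a fitted effect of over 30% in size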
Target sequence (P46063 whole entry, looked up): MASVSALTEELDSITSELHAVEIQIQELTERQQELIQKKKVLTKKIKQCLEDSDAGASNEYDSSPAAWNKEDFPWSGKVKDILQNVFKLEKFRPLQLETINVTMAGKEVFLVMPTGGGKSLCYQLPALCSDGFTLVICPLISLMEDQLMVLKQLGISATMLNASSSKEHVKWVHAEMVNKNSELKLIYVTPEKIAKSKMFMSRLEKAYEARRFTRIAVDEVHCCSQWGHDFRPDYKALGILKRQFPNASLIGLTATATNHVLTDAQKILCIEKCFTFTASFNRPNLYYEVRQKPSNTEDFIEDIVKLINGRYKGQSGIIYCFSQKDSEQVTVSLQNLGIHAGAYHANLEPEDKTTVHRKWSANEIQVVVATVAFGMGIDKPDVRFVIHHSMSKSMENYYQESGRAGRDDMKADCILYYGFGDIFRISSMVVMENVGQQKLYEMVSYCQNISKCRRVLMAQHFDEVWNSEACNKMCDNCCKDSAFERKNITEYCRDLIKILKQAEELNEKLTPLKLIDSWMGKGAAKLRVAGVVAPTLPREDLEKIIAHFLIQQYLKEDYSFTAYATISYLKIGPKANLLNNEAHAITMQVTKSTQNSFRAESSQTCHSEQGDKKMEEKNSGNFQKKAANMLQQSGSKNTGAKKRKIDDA
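RECQ1T1 50 nM; forked duplex (20 bp + 30-nt ss tails) 200 nM, ATP 2 mM final; pH 8.0, 2 mM MgCl2, 2.5 ug/ml poly(dI-dC); 15 min compound preincubation; discontinuous kinetic read over 2 h at RT.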
Epigenetic reg = epigenetic control regulation, reporter derepression; murine LDR cells, GFP reporter derepression, 30 h; Potency, µM (top dose mostly 53.9 µM), without a hit: at the top dose GFP activation, hits mostly activators; hit rate 0.2% among 280,000; AID 1865; also: % of control where 0% means no effect; nearly all actives have a fitted effect of over 60% in size
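In this reporter-derepression format, murine cells bearing a silenced integrated CMV-GFP locus incubate with test compound (30 h, 37 C), then are washed and imaged; fluorescent objects of 20–120 um count as induced cells.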
KinaseGlo FLuc = blocks Kinase-Glo luciferase, a counter-screen artifact. Q27757. hit rate 0.28% among 200,000. Potency, µM (doses to about 38.3 µM), for inactives: at the top dose activity change, negative = inhibition, most hits filed as inhibitors. Kinase-Glo luciferase, ATP luminescence, 8 min; also: % is scaled to controls: 0 for no effect and ±100 for the full control effect; nearly all actives have a fitted effect of over 60% in size
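Light output from Kinase-Glo luciferase with luciferin and 10 uM ATP in 50 mM imidazole pH 7.2, KCl, MgCl2, Tween 20, BSA; compound pin-delivered, 8-min ambient incubation, then luminescence read.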
KDM4E inh = JMJD2E (human) inhibition; hit rate 1.6% among 230,000; JMJD2E catalytic domain, FDH-coupled NADH fluorescence (FDH is formaldehyde dehydrogenase); B2RXH2; Potency, µM (highest dose often 57.1 µM), for the others: at the highest dose activity change, negative = inhibition, actives largely listed as inhibitors; AID 2147; active = well fitted inhibition curve with a large enough effect, not every such curve was filed as active; inconclusive = small, poorly fitted or top-dose-only effect, or another doubt; inactive = no such curve, though single readings can be large or run the other way;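 also: 0% = wells with enzyme and -100% = buffer wells without enzyme; nearly all actives have a fitted effect of over 50% in size; many of its hits are not listed in these tables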
IMPase Li inh = cell-permeable IMPase inhibitors with lithium potentiation; CHO-M1 cells, IP1 TR-FRET (IP-One), carbachol + lithium; AID 1457; hit rate 0.35% among 210,000; Potency, µM (series often up to 59.4 µM), inactives show at the top dose activity, negative = IMPase inhibition, actives largely listed as inhibitors;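 also: IP1 builds up when IMPase is blocked and the TR-FRET signal falls; plate controls were basal vehicle for no effect and high inhibitor control for full effect; nearly all actives have a fitted effect of over 50% in size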
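Lithium-sensitised IP1 accumulation assay; M1-expressing CHO cells treated 30 min at 37C with compound. Competitive antibody detection by time-resolved FRET followed a 10 min room-temperature lysis step.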
NPSR antagonist = blocks cAMP signaling of the human neuropeptide S receptor; CHO-NPSR cells, cAMP TR-FRET, antagonist mode; AID 1461; Potency, µM (doses to about 38.3 µM), for the others: top-dose activity change, negative = inhibition, usual class: inhibitors; Q6W5P4; hit rate 1% among 220,000; also: % is scaled to controls: 0 for no effect and ±100 for the full control effect; nearly all actives have a fitted effect of over 50% in size; many of its hits are not listed in these tables
Target sequence (Q6W5P4 whole entry, looked up): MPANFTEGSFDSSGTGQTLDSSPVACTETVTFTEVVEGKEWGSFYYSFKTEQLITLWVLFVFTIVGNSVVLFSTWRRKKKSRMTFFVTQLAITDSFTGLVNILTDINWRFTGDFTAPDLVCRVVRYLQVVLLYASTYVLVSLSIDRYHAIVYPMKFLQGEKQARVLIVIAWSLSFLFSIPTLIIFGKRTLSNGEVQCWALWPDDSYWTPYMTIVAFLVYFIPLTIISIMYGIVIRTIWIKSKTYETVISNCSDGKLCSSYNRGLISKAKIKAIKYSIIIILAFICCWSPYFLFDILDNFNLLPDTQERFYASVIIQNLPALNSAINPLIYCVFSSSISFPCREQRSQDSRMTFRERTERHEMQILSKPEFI
SMN2 splice up = SMN2 splice variant enhancement; hit rate 2.8% among 210,000; AID 1458; HEK293 SMN2-luciferase splicing reporter, luminescence, 30-36 h; Potency, µM (doses to about 46.1 µM), for inactives: at the highest dose activity change, positive = activation, hits mostly activators; also: % of control where 0% means no effect; nearly all actives have a fitted effect of over 55% in size
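HEK293 cells carry an SMN2 minigene-luciferase reporter in which exon 7 inclusion puts luciferase in frame. Cells were seeded at 2000 cells/well, attached for 10-12 hours, then exposed to compounds for 30-36 hours at 37C before ONE-Glo luminescence.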
An asterisk follows results filed as active; i = inactive; ? = inconclusive; . = no result given; & = joins results of further samples; [ ] = remark or other dose. Unless noted, calls follow the shape of the dose curve; as a rule, active = well fitted curve in the direction sought with a large enough effect; inconclusive = small, poorly fitted or top-dose-only effect, or another doubt; inactive = no such curve, though single readings can be large; an effect the other way counts as inactive or inconclusive. Potency is read from the fitted curve at half-maximal effect. Not all compounds are listed; rates above refer to the full screens.

SMILES	GoLoco inh red	RECQ1 inh	Epigenetic reg	KinaseGlo FLuc	KDM4E inh	IMPase Li inh	NPSR antagonist	SMN2 splice up
CC(C)[C@@H](CC(=O)N[C@@H]1CCCC[C@H]1C(=O)N[C@H](CC(=O)N[C@@H](CCC(=O)O)CC(=O)O)Cc1ccccc1)NC(=O)C[C@H](Cc1ccccc1)NC(=O)[C@@H]1CCCC[C@H]1N	3%	1%	-1.1%	-1%	-5%	7%	.	-2%
CN(C)S(=O)(=O)c1ccc(N2CCCC2)c(C(=O)Nc2nc3ccccc3s2)c1	-8%	i	-1.8%	2%	?	-4%	-1%	-15%
COc1ccccc1C(=O)OCc1ccc2sc(C)nc2c1	13%	i	0.0%	-3%	-2%	6%	-6%	3%
COc1ccc(/C=N/NC(=O)Cc2csc(Nc3cccc(C(F)(F)F)c3)n2)c(OC)c1	7%	-12%	-1.4%	-2%	-4%	1%[38.3 µM]	-22%[46.1 µM]	-11%
CCCOc1ccc(C(=O)NCCO)cc1	10%	-4%	6.9%	-4%	4%	17%[38.3 µM]	-10%[46.1 µM]	14%
COc1ccc(OCCCC(=O)Nc2ccc3c(c2)OCCO3)cc1	9%	-3%	-1.1%	-2%	-2%	18%[38.3 µM]	-15%[46.1 µM]	?
O=C1c2cccc3c([N+](=O)[O-])ccc(c23)C(=O)N1CCc1ccccn1	0%	11%	?	.	-7%	.	-22%	.
Cc1cc(/C=N/NC(N)=S)c(C)n1-c1cccc(Cl)c1	1%	12%	3.9%	2%	10%	13%	-16%	-18%
CCOC(=O)C1=C(C)N(c2ccc(C)c(C)c2)C(=O)/C1=C\c1ccco1	6%	3%	0.0%	-1%	-6%	-13%[38.3 µM]	?	1%
COC(=O)CCCNC(=O)CC1C(=O)NCCN1Cc1ccoc1 (stereo unspecified)	-6%	-16%	-0.2%	.	-9%	6%	-12%	.
Cc1ccccc1C(=O)NC(CC(C)C)C(=O)NN1C(=O)c2ccccc2C1=O (stereo unspecified)	-3%	i	-0.1%	-1%	0%	-2%	5%	0%
CCCCN1C(=O)C2C3C=CC(C2C1=O)C1C2C(=O)N(CCCC)C(=O)C2C31 (stereo unspecified)	-24%	7%	-1.0%	4%	0%	8%	17%	-64%[inhibitor]
CCOC(=O)N1CCN(C(=O)c2cnn(-c3ccccc3)c2NC(=O)c2ccccc2F)CC1	6%	i	0.3%	2%	4%	-20%[38.3 µM]	-9%[46.1 µM]	-18%
CC1CCCCC1NC(=O)CO/N=C/c1ccc(OC(F)F)cc1 (stereo unspecified)	5%	i	1.1%	1%	1%	0%	-33%	-7%
CC(C)NC(=O)c1ccc(-n2c(=S)[nH]c3ccccc3c2=O)cc1	9%	i	-0.5%	-1%	15%	9%	-2%	9%
Cc1cc(C)c(NC(=O)CC(C)(C)C)c(Cl)c1	1%	i	0.0%	-1%	-5%	-8%[38.3 µM]	-1%[46.1 µM]	-2%
CC(C)OCP(=O)(c1ccccc1)c1ccccc1	4%	-8%	-0.4%	-3%	0%	-8%[38.3 µM]	-3%[46.1 µM]	2%
COC(=O)Nc1ccccc1C(=O)N1CCCCC1	26%	-16%	9.5%	0%	-1%	23%[38.3 µM]	-10%[46.1 µM]	6%
COc1ccc(C(=O)c2sc3nc(C)cc(-c4cccs4)c3c2N)cc1OC	6%	-11%	?	-2%	-1%	7%	-28%	-17%
CCOC(=O)c1c(C)[nH]c(C(=O)CSc2nccc(C)n2)c1C	20%	-2%	1.0%	-1%	-3%	?	-42%	8.9µM*
COc1cc(CC(=O)Nc2nccs2)cc(OC)c1OC	0%	-3%	-0.7%	0%	9%	-10%[38.3 µM]	-3%[46.1 µM]	-6%
COC(=O)C(NC(C)=O)(Nc1nc2ccc(S(C)(=O)=O)cc2s1)C(F)(F)F (stereo unspecified)	3%	-9%	-8.6%	-1%	11%	17%[38.3 µM]	4%[46.1 µM]	0%
CCN1CCN(CC(=O)n2c3c(c4ccccc42)CC(C)CC3)CC1 (stereo unspecified)	5%	0%	0.0%	1%	-3%	10%[38.3 µM]	8%[46.1 µM]	9%
Cc1ccc(/C=N/c2sc3c(c2C#N)CCC3)o1	9%	-14%	-1.2%	11µM*	?	-3%[38.3 µM]	-7%[46.1 µM]	4%
O=C(c1ccc2nc(N3CCCCC3)sc2c1)N1CCN(c2ccccn2)CC1	-5%	5%	1.3%	-1%	?	27%[38.3 µM]	-5%[46.1 µM]	-2%
Cc1ccc(C(=S)NCS(=O)(=O)c2ccc(C)cc2)cc1	-5%	-17%	-0.5%	0%	-6%	-1%[38.3 µM]	0%[46.1 µM]	-4%
CCCCS(=O)(=O)c1sc2nc3c(cc2c1N)CCCC3	-2%	-1%	-0.8%	13%	?	-5%[38.3 µM]	?	-48%[inhibitor]
Cc1c(C(=O)OCC(=O)c2c(N)n(CC(C)C)c(=O)n(C)c2=O)oc2ccccc12	13%	-2%	3.0%	-1%	-2%	-4%	-14%[46.1 µM]	-89%[inhibitor]
CCOC(=O)c1cc(C(C)(C)C)oc1CNC(=O)c1c(C)oc2c1CCCC2	-4%	-12%	-0.8%	1%	-10%	11%	?	-21%
COC(=O)c1ccc(COc2ccc(/C=N/Nc3nc(C)cc(=O)[nH]3)cc2)cc1	9%	-9%	-0.2%	.	?	.	4%	.
Cc1ccc(C)c(NC(=O)CSc2nnc(-c3ccccc3)o2)c1	5%	-3%	0.0%	0%	3%	21%[38.3 µM]	-7%[46.1 µM]	15%
O=C(NCCN1CCOCC1)c1cc(Sc2cccc(Cl)c2)nc2ccccc12	0%	-9%	1.3%	1%	-2%	-6%	-2%[46.1 µM]	-19%
Cc1cc(C)c2sc(N(CCCN(C)C)C(=O)c3ccc(Br)s3)nc2c1	5%	-2%	3.2%	3%	?	3%	-40%	-22%
COc1ccc(CCNC(=O)CCCOc2cccc(C)c2C)cc1OC	-6%	i	-2.2%	.	-6%	.	-4%	.
Cc1cc(=O)[nH]c(/N=C(\N)Nc2ccc(SC(F)F)cc2)n1	8%	1%	-0.6%	-1%	-3%	5%	12%	-1%
CCC(CC)C(=O)NCCc1cc2ccc(C)cc2[nH]c1=O	-9%	4%	-1.0%	5%	-12%	5%	10%	-14%
CCC(=O)OCC(=O)c1cc(C)n(-c2ccc(Br)cc2)c1C	6%	?	-2.5%	-6%	1%	-2%	-3%	-28%
CCOC(=O)c1[nH]c2ccc(C)cc2c1N	-6%	-5%	3.5%	-10%	?	23%	-7%[46.1 µM]	11µM*
COC(C(=O)NCc1ccccc1C)c1ccccc1 (stereo unspecified)	3%	i	1.0%	0%	1%	-3%	5%	-19%
Cc1ccc(NC(=O)/C(=C/c2ccc([N+](=O)[O-])cc2)NC(=O)c2ccccc2)cc1	-1%	-2%	2.8%	.	-24%	.	7%	.
CCCCCn1c(=O)[nH]c2cc(C(=O)NCCCN(C)Cc3ccccc3)ccc2c1=O	11%	3%	-4.1%	-1%	?	16%	0%	-23%
O=C(O)c1cnn(-c2ccccc2)c1-n1cccc1	8%	7%	-1.0%	1%	-8%	-3%	14%[46.1 µM]	16%
COCCCNC(=O)C1CCC(CNS(=O)(=O)c2ccc(OC)cc2)CC1 (stereo unspecified)	18%	-2%	-2.2%&-1.1%	1%	2%	4%	7%	-17%
CC(O)CNc1cc(N)c([N+](=O)[O-])cc1[N+](=O)[O-] (stereo unspecified)	20%	-4%	1.0%	-2%	-5%	-7%	0%	3%
N#Cc1ccc(/C=C/C(=O)c2cccnc2)cc1	-1%	-9%	-0.4%	0%	-4%	9%	-10%	2%
CC(=O)Nc1ccc(OS(=O)(=O)c2ccc([N+](=O)[O-])cc2)cc1	10%	i	-1.1%	0%	-10%	13%	-26%	.
CCC(CC)c1nnc(NC(=O)C2=NNC(=O)CC2)s1	15%	-12%	0.0%	-2%	12%	-6%	-1%	2%
CN(C)CCOC(=O)C1(c2ccccc2)CCOCC1	-3%&-8%	-2%	0.0%&2.8%	-1%&1%	0%&3%	14%&5%[38.3 µM]	-4%&9%[46.1 µM]	-6%&-8%
Cc1ccc2nc3c(cc(C(=O)NCC4CCCO4)c(=N)n3CCCOC(C)C)c(=O)n2c1 (stereo unspecified)	12%	-4%	-1.5%	-1%	?	-8%[38.3 µM]	?	-13%
COC(=O)c1cc(Br)c(=O)n(-c2ccc(C(C)=O)cc2)c1	-13%	-11%	-0.7%	10%	5%	-20%[38.3 µM]	4%[46.1 µM]	-12%
COc1cc(/C=C2/SC(=O)NC2=O)ccc1Oc1ccc([N+](=O)[O-])cc1[N+](=O)[O-]	-9%	5%	2.5%	.	5%	.	13µM*	.
CC1(C(=O)NCc2ccccc2)Oc2ccccc2NC1=O (stereo unspecified)	-6%	-9%	-3.7%	-1%	6%	25%[38.3 µM]	-7%[46.1 µM]	17%
COc1ccc(Nc2nnc(SCC(=O)/C=C3/N(C)c4ccccc4C3(C)C)s2)cc1	99%[activator]	-18%	0.0%	1%	-7%	14%	-4%	-66%[inhibitor]
Cn1c(CO)cnc1SCc1c(Cl)cccc1Cl	-1%	-6%	-0.4%	5%	3%	-13%[38.3 µM]	-4%[46.1 µM]	-7%
O=C(O)/C=C\C(=O)Nc1ccc(F)c(F)c1F	-7%	i	-1.3%	.	0%	.	-10%	.
O=C(CN1C(=O)C2C3C=CC(C4CC34)C2C1=O)Nc1cnc2ccccc2c1 (stereo unspecified)	18%	13%	1.5%	4%	-9%	4%	-10%	9%
CC1CCc2c(sc3ncn(CCO)c(=O)c23)C1 (stereo unspecified)	-3%	i	-4.5%	2%	4%	-6%	9%	13µM*
Cn1nc(C(F)(F)F)c(-c2ccc(Br)cc2)c1NC(=O)c1nccnc1C(=O)O	6%	-1%	14%	.	?	.	13%	.
